CHO parental Ca: counter-screen: ATP calcium response change in parental CHO cells. inhibition, % at 5.6 µM. parental CHO-K1, ATP-induced calcium, Fluo-8 fluorescence. hit rate 0.63% among 330,000. AID 463079;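 active means inhibition above that plate's mean sample inhibition plus 3 SD, cut at about 26% in these data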;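 further: 0% = ATP-challenged DMSO wells and 100% = DMSO wells without ATP; some compounds past the cut are filed as inactive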
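Assay system: parental CHO cells; Read-out basis: percent inhibition of ATP-evoked calcium rise, normalized to controls; Benchmarks: ATP and no-ATP DMSO wells; Compound dosing: single nominal dose of 5.6 µM per compound; Signal: Fluo-8 calcium dye fluorescence; Also added: ATP as calcium-mobilizing challenge; Repeats: singlicate.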
TAAR1 antagonist: antagonists of human TAAR1 | inhibition, % at 3 µM | hit rate 1.5% among 360,000 | CHO RD-HGA16 TAAR1, Fluo-8 calcium fluorescence, antagonist | Q96RJ0;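 active means inhibition above a per-plate cutoff, the mean inhibition of test compounds on that plate plus 3 SD, cut at about 49% in these data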;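 further: 0% = DMSO plus EC80 beta-PEA response and 100% = DMSO alone without agonist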
Target sequence (Q96RJ0 whole entry, looked up): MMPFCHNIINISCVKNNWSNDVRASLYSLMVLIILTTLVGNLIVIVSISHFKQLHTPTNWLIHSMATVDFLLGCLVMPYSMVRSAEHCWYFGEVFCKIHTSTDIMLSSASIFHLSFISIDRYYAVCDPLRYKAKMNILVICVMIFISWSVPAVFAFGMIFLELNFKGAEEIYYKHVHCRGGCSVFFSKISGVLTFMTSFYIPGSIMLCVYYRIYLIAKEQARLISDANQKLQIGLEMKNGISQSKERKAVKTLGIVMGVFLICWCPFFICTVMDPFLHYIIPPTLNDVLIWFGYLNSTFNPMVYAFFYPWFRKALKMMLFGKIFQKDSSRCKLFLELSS
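Test system: RD-HGA16 CHO cells with stable hTAAR1 and Gα16 / Probe or stimulus: EC80 β-phenethylamine stimulus / Times: seeding 17-24 h prior, 75-min 37 °C, 30-min RT dye loading / Detection: Fluo-8 calcium-sensitive fluorescence / Read-out basis: % inhibition scaled between DMSO and EC80 PEA controls / Repeats: singlicate, one well per test compound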
OXTR potentiator: human OXTR potentiation | P30559 | CHO-OTR cells, Fluo-8 calcium fluorescence, potentiator mode; 0% = oxytocin EC15, 100% = EC100 | activation, % at 3 µM | hit rate 0.061% among 320,000;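 active means activation above that plate's cutoff, the mean activation of tested compounds plus 3 SD, cut at about 6.6% in these data, passing the limit was not always enough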;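 further: 100% uses oxytocin at 75 nM as the full agonist control; some results filed as inactive read as strong as hits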
Target sequence (P30559 whole entry, looked up): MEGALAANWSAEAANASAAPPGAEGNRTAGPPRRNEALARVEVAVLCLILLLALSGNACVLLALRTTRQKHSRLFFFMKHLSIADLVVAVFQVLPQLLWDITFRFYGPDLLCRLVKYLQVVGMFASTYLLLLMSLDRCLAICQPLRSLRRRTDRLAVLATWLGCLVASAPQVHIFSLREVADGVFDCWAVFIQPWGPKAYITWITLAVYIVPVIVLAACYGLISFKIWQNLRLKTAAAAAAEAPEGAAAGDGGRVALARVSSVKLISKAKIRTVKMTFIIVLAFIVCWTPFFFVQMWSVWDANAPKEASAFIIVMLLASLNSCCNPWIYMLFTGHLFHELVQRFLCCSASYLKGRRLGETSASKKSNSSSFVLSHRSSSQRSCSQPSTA
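Dosing: Single dose, 3.0 µM nominal final compound concentration | Material: Human OTR in CHO cells | Technique: Kinetic Fluo-8 calcium fluorescence | Benchmarks: EC15 oxytocin alone as 0%, 75 nM oxytocin as 100% | Probe or stimulus: Oxytocin at about EC15, sub-maximal agonist stimulus | Incubation: Compound 6 min at room temperature before oxytocin, 100 s read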
CHRM1 PAM: human CHRM1 positive allosteric modulation. P11229. CHO-K1 hM1, Fluo-8 calcium fluorescence, ACh EC20; 0% = ACh EC20, 100% = maximal ACh. activation, % at 3 µM. hit rate 0.088% among 360,000; in the data active means activation above about 19%, passing the limit was not always enough
M1 antag: antagonists of human M1 muscarinic receptor. P11229. CHO-K1 hM1, Fluo-8 calcium fluorescence, ACh EC80 antagonist. inhibition, % at 3 µM. hit rate 1.3% among 360,000. AID 588852;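 active means percent inhibition above its own plate's cutoff, namely the mean of that plate's compound wells plus 3 SD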;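 further: peak over basal fluorescence ratio during 140 s after agonist addition; 0% = ACh EC80 plus DMSO and 100% = DMSO alone without agonist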
CHRM1 agonist: agonists of human M1 muscarinic receptor; P11229; CHO-K1 hM1, Fluo-8 calcium fluorescence, agonist mode; 0% DMSO, 100% acetylcholine EC100; activation, % at 3 µM; hit rate 0.33% among 360,000; AID 588814;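 active means activation above the run's mean compound activation plus 3 SD, cut at about 16% in these data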;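 further: peak over basal fluorescence ratio within a 140 s kinetic read after compound addition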
TAAR1 ag: agonists of human TAAR1; CHO RD-HGA16 TAAR1, Fluo-8 calcium fluorescence; vehicle wells 0%, saturating PEA agonist 100%; AID 624467; activation, % at 3 µM; Q96RJ0; hit rate 0.99% among 360,000;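 active means activation above the mean activation of all test compounds in the run plus 3 SD, cut at about 38% in these data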
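Benchmarks: low control DMSO, high control PEA (EC100); System: CHO RD-HGA16 cells carrying human TAAR1 plus Gα16; Detection: Fluo-8 fluorescence, 5 s baseline then 140 s kinetic read; Schedule: 17-24 h plating, Fluo-8 75 min 37 °C, 30 min RT; Read-out basis: % activation from peak over basal fluorescence ratio, DMSO-to-PEA scaled.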
OXTR ag: activates the human oxytocin receptor. P30559. CHO-OTR cells, Fluo-8 calcium fluorescence; normalized: DMSO 0%, oxytocin 100%. AID 2435. hit rate 0.32% among 320,000. activation, % at 3 µM;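 active means activation above the mean of all tested compounds plus 3 SD, cutoff set per screening run, cut at about 20% in these data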;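 further: peak over basal fluorescence ratio from a 100 s FLIPR kinetic read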
V1R ag counter: counter-screen for oxytocin receptor agonists: human V1a receptor agonists. CHO-V1R cells, Fluo-8 calcium fluorescence, agonist mode; 0% DMSO, 100% 3 nM vasopressin. activation, % at 3 µM. AID 2797. hit rate 0.25% among 320,000. P37288;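 active means activation above the mean activation of all tested compounds plus 3 SD, per screening run, cut at about 20% in these data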;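 further: signal is peak over basal fluorescence ratio across a 100 second FLIPR read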
Starred values were filed as active, the others as inactive; / = not tested or not shown.

The line under a structure holds: CHO parental Ca	TAAR1 antagonist	OXTR potentiator	CHRM1 PAM	M1 antag	CHRM1 agonist	TAAR1 ag	OXTR ag	V1R ag counter
1	CCOC(=O)c1cc(NC(=O)N(C(C)C)C2CCCCC2)c(C)nc1C
    -9	5	0	20	-15	1	2	1.0	-0.5
2	CCOc1ccc(-c2cc(C(=O)N/N=C(\C)c3cccnc3)c3ccccc3n2)c(OCC)c1
    /	-30	/	3	-6	-2	1	/	/
3	Cc1cc(C(=O)COC(=O)c2ccccc2O)c(C)n1CC1CCCO1 (stereo not drawn)
    -4	-1	-13	-10	5	1	10	11	5.9
4	O=C(NNC(=O)c1cccs1)c1csc(N2CCOCC2)n1
    14	-17	-6	2	-4	-2	1	1.0	1.4
5	CCCC(=O)Nc1cccc(C(=O)Nc2nccs2)c1
    -1	-5	-8	5	-4	-2	14	0.4	0.2
6	Cn1c(SCC(=O)Nc2ccccc2)nc2ccccc2c1=O
    /	11	/	-7	0	-3	3	/	/
7	CCCCn1c(CN2CCN(c3ccccc3)CC2)nc2c1c(=O)n(C)c(=O)n2C
    -6	/	-4	-4	6	-5	/	-1.6	-1.1
8	Cc1cc(C)c(C(N)=O)c(NC(=O)Nc2ccccc2)n1
    5	11	-1	9	-9	-5	5	-0.6	-0.1
9	CCCCNC(=O)CCN1N=C(c2ccccc2)CCC1=O
    -10	-14	0	9	-5	-3	-4	-2.0	0.7
10	O=C(COC(=O)C1CCCCC1)Nc1ccccc1OC(F)F
    -9	6	1	-7	17	-2	6	-1.9	-1.1

Following part:
The line under a structure holds: CHO parental Ca	TAAR1 antagonist	OXTR potentiator	CHRM1 PAM	M1 antag	CHRM1 agonist	TAAR1 ag	OXTR ag	V1R ag counter
11	CC[C@]1(c2ccccc2C)ON(c2ccccc2C(F)(F)F)C1=O
    -16	-43	-2	10	-1	0	5	-1.3	-0.2
12	CCCn1c(SCC(=O)NC2CCCc3ccccc32)n[nH]c1=O (stereo not drawn)
    -14	11	-5	5	0	-16	0	-0.7	-0.2
13	COc1ccc(NS(=O)(=O)c2ccc(O)c(C(=O)OCC(=O)Nc3ccc4c(c3)OCCO4)c2)cc1
    -6	19	-15	5	6	-4	7	-0.4	0.5
14	O=C(N/N=C/c1ccc(OCc2ccccc2)cc1)c1ccco1
    -4	25	-2	-1	-1	-2	7	3.4	3.5
15	O=C1CSC(c2cccc(F)c2)N1c1c(F)cccc1F (stereo not drawn)
    -13	-23	-3	2	-1	-7	7	-0.5	0.5
16	CCOC(=O)C1(CCOc2ccccc2)CCN(CC(O)CO)CC1 (stereo not drawn)
    -12	6	-11	4	-15	-7	1	1.2	1.2
17	O=c1cc(N2CCOCC2)[nH]c(=O)n1C1CCCCC1
    -12	22	-11	4	-1	-3	-3	0.8	1.0
18	Cc1nc(-c2ccc(S(=O)(=O)N3CCN(C(c4ccccc4)c4ccccc4)CC3)s2)cs1
    -13	-53	-11	-5	5	-6	0	-0.3	-0.2
19	O=C(NC1CCCC1)C(c1cccnc1)N(C(=O)c1ccco1)c1ccc(F)cc1 (stereo not drawn)
    -23	16	-15	0	-4	-2	7	-1.7	-0.8
20	CC(C(=O)N(C)Cc1ccccc1)N1CCN(C/C=C/c2ccccc2)CC1 (stereo not drawn)
    -17	-14	0	-3	-1	-5	0	0.2	0.8

Remaining list, next part.
The line under a structure holds: CHO parental Ca	TAAR1 antagonist	OXTR potentiator	CHRM1 PAM	M1 antag	CHRM1 agonist	TAAR1 ag	OXTR ag	V1R ag counter
21	N#Cc1ccc(NC(=O)Cn2c3[n+](c4ccc(C(F)(F)F)cc42)CCCCC3)cc1
    -8	-11	-4	13	-12	-7	2	0.6	-0.7
22	CC(=O)c1c(C)[nH]c(C(=O)OCC(=O)N2CCN(S(=O)(=O)c3ccc(C)cc3C)CC2)c1C
    -20	35	-15	-7	3	3	17	4.4	6.5
23	Clc1ccc(-n2cccc2CN2CCc3c([nH]c4ccccc34)C2c2ccccn2)nc1 (stereo not drawn)
    -24	0	-1	0	0	-5	7	-1.8	-0.9
24	O=c1[nH]c(NNC(=S)NC2CCCCC2)nc2c1C1(CCCC1)Cc1ccccc1-2
    7	-22	-5	5	-12	0	0	0.4	1.1
25	Cc1ccc(CN2C(=O)N/C(=C/c3ccc4c(c3)n(C)c(=O)n4C)C2=O)cc1
    -14	/	-25	/	/	/	/	-1.3	-0.1
26	c1ccc(Cc2nn3c(COc4ccccc4)nnc3s2)cc1
    -22	11	-5	6	-10	-5	0	-1.5	-0.2
27	CCc1nc(SCC(=O)NNC(=O)c2ccc(OC)cc2)c2ccccc2n1
    -17	-2	-9	-6	8	-8	0	-2.9	-0.6
28	O=C1CCCC(O)=C1N=Nc1ccc2ncsc2c1
    -16	-16	1	10	-12	-4	0	0.3	0.5
29	O=c1c2ccccc2nc(-c2ccco2)n1/N=C/c1ccco1
    -18	27	-12	2	-14	-4	11	-0.9	0.5
30	COc1ccc(OC)c(NC(=O)CSc2nc3nc(C)cc(C)n3n2)c1
    -12	-15	-3	9	-12	-2	1	1.3	0.3

The list goes on.
The line under a structure holds: CHO parental Ca	TAAR1 antagonist	OXTR potentiator	CHRM1 PAM	M1 antag	CHRM1 agonist	TAAR1 ag	OXTR ag	V1R ag counter
31	CCOC(=O)c1cc(NC(=O)c2c(C)noc2C)cc(C(=O)OCC)c1
    -10	4	-5	5	-2	-5	4	-1.3	0.3
32	Cc1cnc(C(=O)OCC(=O)Nc2ccc(Cl)cc2Cl)cn1
    -13	-3	-7	8	-6	-1	-4	-2.1	0.1
33	CCOC(=O)c1ccc(NC(=O)CN2C(=O)CN(C(C)=O)C2=S)cc1
    -3	-4	-9	17	-14	2	0	1.3	0.2
34	Cc1ccc2c(Cl)c(C(=O)Nc3cccnc3)sc2c1
    -17	-13	-3	4	-6	-5	0	1.3	1.6
35	O=C(CNC(=O)c1ccc(Cl)cc1Cl)OCCOc1ccccc1
    -12	-37	-2	14	-12	0	-1	-1.7	-0.3
36	Cc1ccccc1OCc1nnc(SCC(=O)Nc2ccc3c(c2)OCO3)n1C
    -19	-4	6	6	-6	-7	8	-0.3	2.0
37	O=C(O)CNc1nc(NCc2ccc(Cl)cc2)ccc1[N+](=O)[O-]
    /	-11	/	10	-19	-1	2	/	/
38	CCCCCCSc1ccc([C@@H]2[C@@H]3C(=O)N(C)C(=O)[C@@H]3[C@]3(C(=O)OC)CCCCN23)cc1OC
    -24	12	-17	6	0	-4	2	-0.5	0.3
39	COc1ccc(N2C(=O)CC(N(Cc3ccc(S(N)(=O)=O)cc3)C(C)=O)C2=O)cc1 (stereo not drawn)
    -9	-11	-3	6	-14	-2	12	0.1	0.9
40	O=C(NCCN1CCCC1)C1(S(=O)(=O)c2ccc(Cl)cc2)CC1
    -6	-28	2	1	-8	-14	6	-0.3	0.4

More compounds follow:
The line under a structure holds: CHO parental Ca	TAAR1 antagonist	OXTR potentiator	CHRM1 PAM	M1 antag	CHRM1 agonist	TAAR1 ag	OXTR ag	V1R ag counter
41	COc1cccc(CNC(=O)c2c(C)nn(-c3ccccc3)c2C)c1
    -14	2	-7	2	4	-4	5	1.3	-0.4
42	CCOc1ccc2nc(N(CCN(CC)CC)C(=O)/C=C/c3cccs3)sc2c1
    -3	-2	-10	2	0	-3	0	0.5	0.6
43	O=C(O)C1C2C=CC(CC2)C1C(=O)O (stereo not drawn)
    -8	3	-4	7	-15	2	6	-0.5	-0.1
44	COC(=O)CC(NC(=O)Nc1ccccc1F)c1ccc2c(c1)OCO2 (stereo not drawn)
    0	6	-1	4	-5	-5	1	-0.2	0.5
45	COc1ccc(C(=O)Nc2ccccc2C(=O)NC(Cc2ccc(O)cc2)C(=O)NNC(=O)c2ccncc2)cc1 (stereo not drawn)
    -7	-8	-2	4	3	-5	11	-0.7	0.5
46	Cn1ccsc1=NC(=O)c1ccc(=O)[nH]c1
    1	1	-4	7	-6	-3	0	-0.6	-0.7
47	Cc1ccc(Cn2ccc(-c3cnc(-c4ccccc4)s3)n2)cc1
    -18	21	-14	-1	0	-4	11	-1.2	1.6
48	CC1CCN(CC(O)COCCC23CC4CC(CC(C4)C2)C3)CC1 (stereo not drawn)
    -20	0	1	-3	-1	-3	10	5.4	2.5
49	Cc1ccc(NC(=O)c2cc(S(=O)(=O)N3CCCC3)c[nH]2)c(C)c1
    3	12	-4	12	-14	-5	-1	-0.3	0.6
50	COCCCNC(=O)CCc1nc(-c2ccccc2Cl)no1
    -8	-11	-3	12	-18	-2	0	-0.7	0.7

Other records follow:
The line under a structure holds: CHO parental Ca	TAAR1 antagonist	OXTR potentiator	CHRM1 PAM	M1 antag	CHRM1 agonist	TAAR1 ag	OXTR ag	V1R ag counter
51	COc1ccccc1C(=O)NNC(=O)c1ccc(Br)o1
    -7	-16	-6	1	-4	0	5	-0.3	-0.3
52	CC1CN(S(=O)(=O)c2ccc(NC(=O)c3cc(-c4ccccc4O)n[nH]3)cc2)CC(C)O1 (stereo not drawn)
    -4	42	-29	2	3	0	16	3.7	5.2
53	Cn1c(=O)c2[nH]c(-c3ccccc3O)nc2n(C)c1=O
    4	/	-11	/	/	/	/	4.8	11
54	COCCOC(=O)c1c(C)oc2ccc(OCC=C(C)C)cc12
    -22	-17	-4	7	-17	-7	0	-1.4	-0.1
55	COc1ccc(-c2nn3cnnc3s2)cc1OC
    7	8	1	6	1	-1	-1	0.3	1.0
56	CC1=NC(C(F)(F)F)(C(F)(F)F)C2=C(CC(C)(C)CC2=O)N1Cc1ccco1
    -13	-3	-2	4	-27	-4	2	-1.0	0.9
57	O=C(CSc1nnc(Cc2cc(=O)[nH]c(=O)[nH]2)n1-c1ccccc1)N1CCCc2ccccc21
    -1	0	-5	2	8	-6	3	0.0	0.5

Source: PubChem BioAssay (The Scripps Research Institute Molecular Screening Center)
